Assay outcomes as filed in PubChem.
SR-BI DiI inh: inhibitors of SR-BI mediated HDL lipid uptake, primary screen, ldlA[mSR-BI] cells, fluorescence, single point. ldlA[mSR-BI] CHO cells, DiI-HDL uptake fluorescence, 3 h. inhibition, % at 12.5 µM. hit rate 0.96% among 320,000;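 active = mean replicate inhibition of at least 70% and a set share of replicates each scoring 70 or more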;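 also: 0% = median of neutral control wells and 100% = median of positive control wells; values of inactives mirror those of a sister screen read the other way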
SR-BI DiI-HDL act: activators of SR-BI mediated DiI-HDL uptake, primary screen, ldlA[mSR-BI] CHO cells, DiI fluorescence; activation, % at 12.5 µM; AID 504775, 2011; 3 h; 100 = double the neutral-control signal; hit rate 0.096% among 320,000;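 active = mean replicate activation of at least 60% and every replicate at or above 60%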;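 also: 0% = median plate neutral-control signal and 100% = twice that signal; values of inactives mirror those of a sister screen read the other way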
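Assay system: LDL receptor-deficient CHO ldlA cells overexpressing murine SR-BI / Medium: BSA-supplemented, HEPES-buffered Ham's F12, pH 7.4 / Probe or stimulus: DiI-labelled HDL at 10 µg/mL final / Timing: compound with DiI-HDL co-incubation, 3 h at 37 °C / Technique: bottom-read cell fluorescence after medium removal, ex 550/em 595 nm / Measure: HDL uptake via cellular fluorescence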
NSD2 inh: NSD2 histone methyltransferase inhibitors, primary screen, biochemical, AlphaScreen, single concentration, set 2; Histone-lysine N-methyltransferase NSD2 (Homo sapiens), O96028; NSD2 peptide methylation, 120 min; inhibition, % at 12.5 µM; hit rate 0.54% among 310,000; in the data active = inhibition above about 50%
Target sequence (O96028 whole entry, looked up): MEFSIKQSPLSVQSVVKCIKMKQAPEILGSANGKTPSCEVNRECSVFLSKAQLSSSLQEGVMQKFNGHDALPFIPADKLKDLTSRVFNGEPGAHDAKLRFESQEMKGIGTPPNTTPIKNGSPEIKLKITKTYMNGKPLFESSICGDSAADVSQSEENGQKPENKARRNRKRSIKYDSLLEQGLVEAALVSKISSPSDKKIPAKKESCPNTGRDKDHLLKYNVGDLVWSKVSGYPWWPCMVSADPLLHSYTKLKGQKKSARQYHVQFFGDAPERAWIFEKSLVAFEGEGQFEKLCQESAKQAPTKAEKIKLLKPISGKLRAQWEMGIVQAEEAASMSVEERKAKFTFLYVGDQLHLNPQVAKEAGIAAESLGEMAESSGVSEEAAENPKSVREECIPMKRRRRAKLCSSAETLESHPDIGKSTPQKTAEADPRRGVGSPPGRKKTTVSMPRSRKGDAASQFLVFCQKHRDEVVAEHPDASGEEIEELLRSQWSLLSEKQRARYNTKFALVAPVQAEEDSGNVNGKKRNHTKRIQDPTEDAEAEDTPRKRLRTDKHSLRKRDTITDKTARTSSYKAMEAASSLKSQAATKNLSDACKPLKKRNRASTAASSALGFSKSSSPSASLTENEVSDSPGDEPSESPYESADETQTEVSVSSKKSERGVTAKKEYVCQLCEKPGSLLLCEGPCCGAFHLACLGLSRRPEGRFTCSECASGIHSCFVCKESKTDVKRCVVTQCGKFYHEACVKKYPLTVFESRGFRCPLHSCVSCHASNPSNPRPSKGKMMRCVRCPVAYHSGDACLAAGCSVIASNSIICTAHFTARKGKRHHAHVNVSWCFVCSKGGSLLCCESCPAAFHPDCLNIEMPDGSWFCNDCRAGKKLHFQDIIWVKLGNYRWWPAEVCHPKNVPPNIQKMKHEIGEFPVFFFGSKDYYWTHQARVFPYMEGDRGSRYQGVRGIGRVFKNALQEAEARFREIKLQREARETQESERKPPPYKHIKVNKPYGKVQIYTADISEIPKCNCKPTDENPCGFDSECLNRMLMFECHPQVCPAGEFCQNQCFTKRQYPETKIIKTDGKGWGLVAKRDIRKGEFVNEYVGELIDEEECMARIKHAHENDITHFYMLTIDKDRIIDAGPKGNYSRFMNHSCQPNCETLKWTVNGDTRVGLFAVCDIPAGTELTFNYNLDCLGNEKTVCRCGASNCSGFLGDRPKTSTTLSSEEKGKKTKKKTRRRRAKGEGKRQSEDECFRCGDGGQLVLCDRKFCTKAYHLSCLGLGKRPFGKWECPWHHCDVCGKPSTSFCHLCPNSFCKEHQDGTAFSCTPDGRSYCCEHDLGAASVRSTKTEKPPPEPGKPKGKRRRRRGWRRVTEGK
RTF Ca sens inh: cardiac RTF calcium sensitivity inhibitors, primary screen, biochemical, IANBD-TnC fluorescence, EC70 calcium | Troponin I, cardiac muscle (Homo sapiens) + Troponin T, cardiac muscle (Homo sapiens) + … | IANBD-labeled cardiac RTF, Ca2+ fluorescence | inhibition, % at 7.15 µM | hit rate 0.12% among 340,000;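 active = inhibition above the mean inhibition of all tested compounds plus 3 SD, cut at about 17% in these data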;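 also: assay run at fixed EC70 calcium of 1.6 mM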
Arr AP2 block: inhibitors of beta-arrestin/AP2 binding, primary screen, biochemical, GPCR trafficking, flow cytometry; AID 504490, 2011; hit rate 0.31% among 340,000; FITC-arrestin peptide / GST-AP2 beads; AP2 beta2 appendage carries R879A mutation; beta-arrestin 1 C-terminal peptide binding to AP2 beta2-adaptin appendage (human); inhibition, % at 10 µM;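 active = inhibition above a set limit, near 3 SD of compounds lacking own fluorescence, cut at about 54% in these data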;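 also: plate controls were DMSO wells for no effect and 5 µM unlabelled arrestin peptide for full effect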
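test system = AP2 appendage R879A on GSH beads | buffer or medium = PBS plus Tween 20 (0.05%) and BSA (0.1%) | incubation = 12 min plus 1 h, RT | detection = bead flow cytometry, FITC channel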
Keap1 Nrf2 FP: Keap1-Nrf2 protein-protein interaction inhibitors, primary screen, biochemical, fluorescence polarization, single point; Keap1 Kelch-Nrf2 peptide fluorescence polarization, 1536-well; inhibition, % at 9.4 µM; Kelch-like ECH-associated protein 1 (Homo sapiens), Q14145; hit rate 0.15% among 340,000; AID 504523, 2011; in the data active = inhibition above about 12%;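 also: human Keap1 Kelch domain with fluorescein labeled Nrf2 9mer peptide probe; 0% = neutral control wells and 100% = peptide positive control; higher means more block of Keap1 binding to Nrf2 peptide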
C-LANA FP: inhibitors of KSHV C-LANA binding to DNA, primary screen, biochemical, fluorescence polarization, FAM-LBS DNA, MBP-C-LANA, single point; Kaposi's sarcoma herpesvirus LANA C-terminal domain (residues 932-1162) DNA binding; inhibition, % at 9 µM; hit rate 0.078% among 340,000;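 active = highest replicate inhibition at or above 60% at 9 µM, even if other replicates fall short; inactive = all replicates below 60% inhibition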;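 also: 0% = neutral control wells and 100% = 4 µM acridine orange control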
PvdQ inh: P. aeruginosa PvdQ acylase inhibitors, primary screen, biochemical, fluorescence, plate reader and imaging, single point | PvdQ acylase [Pseudomonas aeruginosa LESB58] | purified PvdQ acylase | inhibition, % at 10 µM | hit rate 0.063% among 340,000 | AID 488965, 2010; in the data active = inhibition above about 30%, passing the limit was not always enough;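 also: 0% = vehicle neutral wells and 100% = reference inhibitor wells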
PKA-R2B activ: activators of PKA-R2B holoenzyme, primary screen, biochemical, fluorescence polarization, Cy5-IP20, human | cAMP-dependent protein kinase catalytic subunit beta (Homo sapiens) + cAMP-dependent … | AID 504700, 2011 | PKA-R2B holoenzyme dissociation; R2B truncated from residue 108, S112A mutant; 0% DMSO only, 100% 113 µM cGMP | hit rate 0.079% among 340,000 | activation, % at 11.4 µM;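 active = activation above a cutoff set at the mean over all compounds plus 3 SD, cut at about 18% in these data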;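 also: higher means more holoenzyme dissociation and a rise in polarization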
DAGLB inhibitor: DAGLB lipase inhibitors, primary screen, biochemical, fluorescence, HTS | HEK293T DAGLB membrane lysate, EnzChek fluorogenic substrate | AID 504411, 2011 | inhibition, % at 5.17 µM | hit rate 0.059% among 340,000; in the data active = inhibition above about 34%;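 also: 0% = enzyme with vehicle and 100% = wells lacking enzyme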
* hit, by the source's call; nt = no result given; & = joins results of further samples.

SMILES	SR-BI DiI inh	SR-BI DiI-HDL act	NSD2 inh	RTF Ca sens inh	Arr AP2 block	Keap1 Nrf2 FP	C-LANA FP	PvdQ inh	PKA-R2B activ	DAGLB inhibitor
O=C(COc1cccnc1[N+](=O)[O-])N1CCN(S(=O)(=O)c2ccccc2)CC1	-17.6	17.6	-2.1	-1.1	6.0	-2.2	-0.9	-10.8	-8.4	0.3
Cc1ccccc1NC(=S)Nc1ccccn1	3.2	-3.2	-0.9	1.9	19.7	-5.2	13.0	5.7	-1.3	-1.3
O=C(Nc1ccccc1Cl)C(Cl)C(=O)c1ccccc1 (configuration not stated)	-12.5	12.5	0.9	3.1	41.2	-0.5	0.9	-4.6	-1.7	-4.4
Nc1nc(SCC(=O)Nc2ccc(Cl)cc2C(F)(F)F)n[nH]1	-27.2	27.2	-1.3	4.2	5.9	1.5	-1.1	12.0	-13.7	-0.9
CC(C)CN(CC(C)C)C(=S)Nc1ccc(Cl)cc1	49.1	-49.1	-5.4	-3.6	16.7	-3.5	-0.3	2.3	-15.9	-3.5
O=C(O)c1ccc(-n2cc(C(=O)c3ccccc3O)cn2)cc1	-5.7	5.7	2.3	2.3	44.5	3.3	-1.1	2.3	2.0	-6.4
Nc1ccc(-n2c(N)c(C(=O)NCc3ccc4c(c3)OCO4)c3nc4ccccc4nc32)cc1	-8.7	8.7	12.2	-7.2	-8.4	-1.5	0.1	4.3	13.5	6.2
O=C(c1ccc([N+](=O)[O-])cc1)n1nc(-c2ccccc2)nc1NCc1ccc(F)cc1	-20.1	20.1	-0.8	4.2	-8.7	0.8	-0.3	-11.0	-1.8	-0.3
COc1cc(NC(=O)c2csc(-c3ccncc3)n2)cc(C(=O)Nc2cccc(C(F)(F)F)c2)c1	66.1	-66.1	nt	-9.8	26.6	-1.8	-1.5	0.4	1.6&-7.4	-2.5&-2.7
Oc1ccccc1N1CCN(c2ncnc3scc(-c4ccccc4)c23)CC1	43.2	-43.2	-2.4	-2.2	3.7	-1.2	-0.8	-9.7	-10.3	0.3
Cc1c(NC(=O)COC(=O)COc2ccc(Nc3ccccc3)cc2)c(=O)n(-c2ccccc2)n1C	-14.1	14.1	6.7	-5.5	-5.5	-2.9	0.2	-16.0	5.2	-0.3
O=C(NCc1ccccc1F)C1CC(=O)N(c2ccc3c(c2)OCCO3)C1 (configuration not stated)	17.3	-17.3	-0.1	-20.6	-20.8	0.3	1.1	-15.1	-5.2	0.2
C[C@@H](NC(=O)[C@@H]1Cc2ccccc2CN1)C(=O)NCC1CCCO1 (some centres not stated)	1.1	-1.1	-2.2	-0.2	7.9	-1.8	36.0	11.2	-9.5	0.8
CNC(=O)CSc1nc2sccc2c(=O)n1-c1ccccc1	-4.8	4.8	4.0	4.1	22.7	2.3	-2.3	0.7	-13.3	-2.8
O=S(=O)(NCCC1CC1(Cl)Cl)c1ccc(Cl)cc1 (configuration not stated)	10.1	-10.1	-3.9	-1.9	36.4	-3.7	1.0	27.7	-5.8	-5.4
COc1ccccc1OCc1nnc(SCC(=O)N2CCCC2)o1	nt	nt	nt	-5.5	-1.0	0.8	0.0	-10.2	-5.5	1.7
Cc1cccc(C)c1NC(=S)/C(=C(\[O-])c1cccs1)[n+]1ccccc1	9.5	-9.5	1.6	-11.3	-4.6	-9.1	2.0	-6.5	-3.4	0.1
O=C(CN(C(=O)c1csnn1)c1ccc(F)c(Cl)c1)NC1CCCC1	-10.4	10.4	0.1	0.5	1.1	-4.8	-0.8	-12.4	0.3	1.4
COc1ccc(C(=O)NNC(=O)CSc2nnc(C)n2C)cc1	-17.2	17.2	-2.6	-39.3	nt	-1.2	-2.2	-8.0	-5.9	-0.1
COc1ccc(Cl)cc1-c1nc(SCC(=O)NC2CC2)n[nH]1	6.8	-6.8	-3.8	-2.5	-12.3	-2.9	-1.4	-12.6	-2.7	-2.5
COc1ccc(CCn2c(C)nc3c(c(=O)c4ccccc4n3C)c2=O)cc1	18.2	-12.3	2.3	-4.3	-10.9	-2.4	-1.6	-10.8	-4.1	-0.4
O=C(CSc1nncc2ccccc12)N1CCOCC1	-13.9	13.9	-2.0	-22.7	7.5	-5.7	-0.8	-18.3	4.2	-1.1
CC1(C)Cc2c(c(-c3ccccc3)[nH]c(=O)c2C#N)CO1	2.2	-2.2	-2.4	-6.0	-5.5	-1.2	1.4	7.6	-4.8	2.7
CN(C)c1oc(-c2ccccc2F)nc1C#N	22.1	-22.0	nt	-2.1	20.9	-3.3	0.5	-9.0	1.3	-2.1
CCN(CC)C(=O)Cn1c(=O)n(CCC(=O)Nc2ccc(F)cc2)c(=O)c2sccc21	-13.9	13.9	nt	-3.7	-4.0	-3.6	-1.4	-13.9	0.0	-3.0
N#CC1(NC(=O)COC(=O)c2ncc(Cl)c(Cl)c2Cl)CCCCC1	-26.1	26.1	nt	-9.8	26.2	-4.4	0.5	10.9	-14.8	-3.8
CCC(C(=O)O/N=C(\N)c1ccccc1)c1ccccc1 (configuration not stated)	-22.2	22.2	2.3	0.3	6.5	5.3	0.7	-12.4	4.0	-7.7
CCn1c(SCC(=O)N2CCCc3ccccc32)nc2ccccc2c1=O	0.5	-0.5	1.4	10.6	12.2	-1.0	-1.6	0.2	-7.5	-9.5
O=C(Cc1cccs1)N1CCN=C1SCc1ccc(F)cc1	-0.8	0.8	6.6	-4.5	-36.8	-1.2	2.2	-12.3	6.7	-2.2
S=C(NCc1ccccc1)Nc1ccc2cn[nH]c2c1	-11.8	11.8	4.2	11.7	-8.9	-0.4	-1.2	-7.3	-5.5	0.6
Cc1cc(C)n(CC(=O)N/N=C/c2cc([N+](=O)[O-])ccc2O)n1	-44.4	44.4	-2.6	-7.1	2.2	-5.5	-0.8	-8.6	-7.3	5.0
O=C(CCc1ccccc1)NC1(Cc2ccccc2)CCN(CCCc2ccccc2)C1=O (configuration not stated)	11.0	-11.0	nt	9.5	18.1	-1.9	-1.1	-1.2	-16.0	-4.1
CCN(CC)S(=O)(=O)c1ccc2oc(Nc3ccccc3)nc2c1	66.6	-66.6	-0.4	-13.2	-2.8	-2.2	2.8	-17.0	3.3	0.8
CCOc1[nH]n(-c2ccccc2)c(=O)c1C=NCc1cccnc1	30.3	-30.3	nt	0.8	-5.1	-3.9	1.0	-12.3	4.9	0.6
CNC(=O)c1cccnc1Nc1cccc(C(F)(F)F)c1	-11.8	11.8	-1.0	-5.0	-1.7	-0.2	-1.8	-9.4	1.6	-5.0
O=S(=O)(c1ccc(F)c(F)c1)N1CCN(c2ccccn2)CC1	-9.7	9.7	-0.9	1.8	8.7	2.9	-2.2	3.7	-5.5	-4.5
O=C(Cn1c(C(=O)N2CCc3ccccc3C2)cc2sccc21)c1ccccc1	29.4	-29.4	-3.1	-1.2	4.3	-4.2	1.2	-12.0	-1.1	-6.0
COc1cc(C(=O)/C=C/Nc2ccc(NC(C)=O)cc2)cc(OC)c1OC	61.3	-61.3	0.1	3.8	8.8	-4.1	1.0	-6.4	-12.5	-2.2
CCOCCCNC(=O)Cn1cnc2c(cnn2-c2ccc(OC)cc2)c1=O	-22.8	22.8	-2.2	1.0	-1.7	-1.1	-1.0	4.8	5.7	0.1
COc1c(C)cc(C(=O)C2CCCN(C(=O)c3cc(C)on3)C2)cc1C (configuration not stated)	13.5	-13.5	-7.1	-1.1	-7.1	1.1	1.4	-14.0	-3.1	-3.4

Pulled by compound from the list above:
SMILES	SR-BI DiI inh	SR-BI DiI-HDL act	NSD2 inh	RTF Ca sens inh	Arr AP2 block	Keap1 Nrf2 FP	C-LANA FP	PvdQ inh	PKA-R2B activ	DAGLB inhibitor
Cc1cc(C)n(CC(=O)N/N=C/c2cc([N+](=O)[O-])ccc2O)n1	-44.4	44.4	-2.6	-7.1	2.2	-5.5	-0.8	-8.6	-7.3	5.0
O=C(Cc1cccs1)N1CCN=C1SCc1ccc(F)cc1	-0.8	0.8	6.6	-4.5	-36.8	-1.2	2.2	-12.3	6.7	-2.2

Following part.
SMILES	SR-BI DiI inh	SR-BI DiI-HDL act	NSD2 inh	RTF Ca sens inh	Arr AP2 block	Keap1 Nrf2 FP	C-LANA FP	PvdQ inh	PKA-R2B activ	DAGLB inhibitor
COc1ccc2nc(N/C(N)=N/S(C)(=O)=O)nc(C)c2c1	-1.2	1.2	8.5	2.8	2.4	3.0	0.6	-7.9	-12.0	-2.3
O=C(CCSCc1ccccc1Cl)NCc1cccs1	0.0	0.0	-1.0	-5.7	-1.2	-6.8	0.0	-9.2	2.4	-6.3
O=C(CSc1ccc(Br)cc1)N1CCOCC1	-3.4	3.4	1.2	-1.3	27.8	-4.1	-0.4	5.9	-3.7	-2.9
C[C@@H]1NC(=O)c2cc([N+](=O)[O-])cc(I)c2NCCCC[C@@H](C(N)=O)NC(=O)[C@H](CC(N)=O)NC1=O	-0.4	0.4	nt	-2.3	-0.1	-1.5	-1.0	-13.8	0.7	0.9
O=c1c(Oc2ccccc2)coc2cc(O)cc(O)c12	-1.0	1.0	nt	-3.7	-0.7	-2.4	-1.8	-15.9	0.8	-0.6
O=C1c2ccccc2C(=O)c2c(NCCCN(CCO)CCO)cccc21	41.3	-41.3	29.3	nt	-6.4	1.2	-13.0	-2.4	nt	nt
CCN(Cc1ccccc1)C(=O)C1CCN(c2ncnc3c2nc2n3CCCCC2)CC1	23.6	-23.6	0.3	-3.0	-1.2	-0.1	-0.2	-4.0	0.6	-1.6
CC(C)Cc1nnc(NC(=O)CN2C(=O)NC3(CCCCC3)C2=O)s1	-23.3	23.3	0.7	0.8	23.5	-3.6	0.3	4.9	7.4	-0.5
O=c1c2ccccc2sc2ccccc12	-16.9	16.9	nt	-0.1	-6.1	4.1	-0.9	-6.9	-6.1	-6.2
Cc1cc(NC(=O)c2c(-c3c(F)cccc3Cl)noc2C)no1	1.1	-1.1	3.6	-8.2	15.6	0.3	-0.7	-12.2	-5.0	-0.8
CCc1ccccc1NC(=O)CN(C)C(=O)CN1C(=O)NC2(CCCCCC2)C1=O	-4.5	4.5	nt	-6.9	-11.0	-8.2	1.2	-9.0	-9.8	-2.3
CN(C)C=Nc1ncc2c3ccccc3n(CCN(C)C)c2c1C#N	-11.5	11.5	6.5	-6.8	8.7	1.8	-2.8	14.9	-6.0	2.7
